# Compound activity as filed in PubChem BioAssay.
# IDE exosite inh = exo-site inhibitors of human IDE, primary screen, biochemical, fluorescence anisotropy, probe displacement. Insulin-degrading enzyme (Homo sapiens), P14735. 17,000 compounds, 6.3% hits. z-score at 20 µM. AID 1259349, 2017. purified IDE, FL-6b probe fluorescence polarization; active compounds read low;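 active = z-score of -3 or lower, meaning strong loss of probe binding signal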;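 note: His-tagged human IDE residues 42-1019 made in E. coli with 30 nM FL-6b probe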
# Target sequence (P14735 42-1019 limits assumed): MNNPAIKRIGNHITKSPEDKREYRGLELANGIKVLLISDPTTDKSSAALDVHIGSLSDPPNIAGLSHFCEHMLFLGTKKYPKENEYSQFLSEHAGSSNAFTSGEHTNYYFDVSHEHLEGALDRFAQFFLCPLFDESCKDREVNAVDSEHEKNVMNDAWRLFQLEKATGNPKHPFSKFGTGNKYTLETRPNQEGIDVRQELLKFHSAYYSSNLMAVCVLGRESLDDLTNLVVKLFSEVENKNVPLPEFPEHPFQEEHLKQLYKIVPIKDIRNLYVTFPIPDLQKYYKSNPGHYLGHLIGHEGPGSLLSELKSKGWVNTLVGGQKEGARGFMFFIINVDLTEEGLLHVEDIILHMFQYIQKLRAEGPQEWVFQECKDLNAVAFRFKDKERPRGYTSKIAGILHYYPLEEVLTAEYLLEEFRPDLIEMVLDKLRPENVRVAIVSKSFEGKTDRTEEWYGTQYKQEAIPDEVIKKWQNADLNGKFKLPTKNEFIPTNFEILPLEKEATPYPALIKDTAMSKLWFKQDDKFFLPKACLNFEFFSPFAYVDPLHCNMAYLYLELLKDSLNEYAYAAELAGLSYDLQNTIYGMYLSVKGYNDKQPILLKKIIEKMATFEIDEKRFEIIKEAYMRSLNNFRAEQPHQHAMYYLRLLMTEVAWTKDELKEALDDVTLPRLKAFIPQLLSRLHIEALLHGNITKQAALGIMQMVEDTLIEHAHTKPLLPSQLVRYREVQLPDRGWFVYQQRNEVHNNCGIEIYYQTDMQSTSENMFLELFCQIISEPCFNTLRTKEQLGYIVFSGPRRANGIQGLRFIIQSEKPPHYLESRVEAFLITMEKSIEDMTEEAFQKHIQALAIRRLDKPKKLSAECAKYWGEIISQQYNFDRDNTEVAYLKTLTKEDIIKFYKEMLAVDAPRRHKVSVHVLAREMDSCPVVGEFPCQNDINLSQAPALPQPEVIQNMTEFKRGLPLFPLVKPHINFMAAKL
# Active calls of the source: *; & = joins results of further samples. An excerpt. The share of hits here may be higher or lower than overall.
compound | IDE exosite inh
CN(C)C(=O)c1cccc(-c2ccccc2[C@@H]2[C@@H](CO)N(C(=O)C3CCC3)[C@H]2C#N)c1 | 2.1
CC(C)C(=O)Nc1ccc2c(c1)C(=O)N(C)[C@H]1CC[C@@H](CC(=O)NCCc3ccccc3)O[C@H]1CO2 | -0.18
COCC(=O)N1[C@H](C#N)[C@H](c2ccccc2-c2ccccc2)[C@@H]1CO | 3.2
N#C[C@H]1[C@H](c2ccccc2-c2cccc(F)c2)[C@H](CO)N1C(=O)C1CC1 | -0.51
COc1cccc(S(=O)(=O)N2[C@@H]3CNC[C@H]2C3c2ccc(/C=C/c3ccccc3)cc2)c1 (stereo partly drawn) | 0.22&0.57
O=C(Nc1cc(F)ccc1F)N1CCCCN2[C@H](CO)[C@@H](c3ccc(-c4cncnc4)cc3)[C@@H]2C1 | -0.82
O=C1CN(S(=O)(=O)Cc2ccccc2)C[C@@H]2[C@H](c3ccc(C#Cc4cccnc4)cc3)[C@H](CO)N12 | -0.39
N#C[C@@H]1[C@@H](c2ccc(-c3cccc(F)c3)cc2)[C@H](CO)N1C(=O)c1cccnc1 | 0.16
Cc1ccc(-c2ccc(C3[C@H]4CNC[C@@H]3N4S(=O)(=O)c3ccccc3)cc2)cc1 (stereo partly drawn) | 5&4.7
OC[C@@H]1[C@H](c2ccc(-c3ccccc3)cc2)[C@@H]2CN(CCC(F)(F)F)CCCCN12 | 3.5
COCC(=O)N1[C@@H](C#N)[C@@H](c2ccccc2C2=CCCC2)[C@@H]1CO | 0.55
CCCC#Cc1ccc([C@@H]2[C@H](CO)N3C(=O)CN(C(=O)Nc4cccc(F)c4)C[C@@H]23)cc1 | -0.095
O=C(CN1CCOCC1)N[C@@H]1CC[C@@H](CCn2cc(C3CC3)nn2)O[C@H]1CO | 0.52
CN(C)Cc1cn(CC[C@H]2CC[C@@H](NC(=O)Cc3cccnc3)[C@@H](CO)O2)nn1 | -0.25
O=C(c1cnccn1)N1CC(=O)N2[C@H](CO)[C@@H](c3ccc(-c4ccc(F)cc4)cc3)[C@H]2C1 | 0.96
COc1ccccc1-c1ccc([C@@H]2[C@H](CO)N3CCCCN(C(=O)CN4CCOCC4)C[C@@H]23)cc1 | -15*
CC(=O)N1C[C@@H]2[C@H](c3ccccc31)[C@H](CO)N2Cc1ccc(Cl)cc1 | 0.58
CO[C@@H]1CC[C@@H]2CCOc3ccc(C#N)cc3C(=O)N(C)C[C@H](c3ccccc3)CC(=O)N(C)C[C@@H]1O2 | -0.25
CN(C)C(=O)c1cccc(-c2ccc([C@@H]3[C@@H](CO)N4C(=O)CN(C(=O)Cc5ccccc5)C[C@H]34)cc2)c1 | 5.1
O=C(Nc1cc(F)ccc1F)N[C@@H]1CC[C@@H](CCn2cc(C3CCCCC3)nn2)O[C@@H]1CO | 0.2
CS(=O)(=O)N1CCCCN2[C@H](CO)[C@H](c3ccc(-c4cccc(C#N)c4)cc3)[C@@H]2C1 | 2.2
Cc1ccccc1S(=O)(=O)Nc1ccc2c(c1)C(=O)N(C)[C@@H]1CC[C@H](CC(=O)O)O[C@H]1CO2 | 0.68
O=C(NC1CCCC1)N[C@H]1C=C[C@H](CC(=O)N2CCOCC2)O[C@H]1CO | 0.42
O=C(Nc1cccc(F)c1)N1CCCCN2[C@H](C1)[C@@H](c1ccc(C#Cc3ccccc3)cc1)[C@@H]2CO | -2.4
CO[C@H]1CN(C)C(=O)c2ccc(NC(=O)C3CC3)cc2OC[C@@H](C)N(C(C)=O)C[C@H]1C | 1.1
COc1ccc2c3c([nH]c2c1)[C@H](CO)N(C(=O)Nc1ccc(F)cc1)CC31CN(Cc2cc(F)ccc2F)C1 | 1.4
CCCNC(=O)[C@H]1[C@H](CO)[C@H]2Cn3c(ccc(C4=CCCCC4)c3=O)[C@H]2N1Cc1ccccc1F | 0.9
Cc1ccccc1S(=O)(=O)N1[C@H](CO)[C@@H](c2ccc(C#CC3CCCCC3)cc2)[C@@H]1C#N | 1.9
O=C(c1ccncc1)N1CCCCN2[C@@H](CO)[C@H](c3ccc(C#Cc4ccccn4)cc3)[C@@H]2C1 | -1.1
CCCN(C)C[C@H]1OCc2ccccc2-c2ccccc2C(=O)N([C@@H](C)CO)C[C@H]1C | -0.18
C[C@@H]1CCCCO[C@@H](CN(C)C(=O)Nc2ccc3c(c2)OCO3)[C@@H](C)CN([C@H](C)CO)C(=O)c2cc(NS(=O)(=O)c3ccc(F)cc3)ccc2O1 | 1.1
C/C=C/c1ccc([C@H]2[C@@H](CO)N(C(=O)NCCC)[C@H]2CNC(=O)C2CC2)cc1 | 4.3
C[C@@H]1CN([C@@H](C)CO)C(=O)c2cc(NS(=O)(=O)c3ccc(F)cc3)ccc2O[C@@H](C)CCCCO[C@@H]1CN(C)C(=O)Nc1ccc2c(c1)OCO2 | -0.52
Cc1ccccc1S(=O)(=O)N1CC(=O)N2[C@H](CO)[C@H](c3ccc(C#CC4CC4)cc3)[C@H]2C1 | 1.9
COc1ccc(S(=O)(=O)Nc2ccc3c(c2)OC[C@@H](C)NC[C@H](C)[C@H](OC)CN(C)C3=O)cc1 | 0.4
O=C(NC1CCCC1)N1CCCCN2[C@@H](CO)[C@H](c3ccc(-c4cncnc4)cc3)[C@@H]2C1 | 1.9
CCS(=O)(=O)N1[C@H](C#N)[C@@H](c2ccc(C#Cc3ccccc3F)cc2)[C@@H]1CO | -0.91
C/C=C/c1ccc([C@H]2[C@@H](CO)N3CCCCN(S(=O)(=O)c4cccc(C)c4)C[C@@H]23)cc1 | 3.5
COc1cccc(S(=O)(=O)N2CCCCN3[C@H](CO)[C@H](c4ccc(-c5cncnc5)cc4)[C@@H]3C2)c1 | -0.64
O=C(NC[C@@H]1[C@H](c2ccccc2)[C@@H](CO)N1C(=O)Cc1cccnc1)C1CCC1 | 2
COc1cccc(NC(=O)N2CC(=O)N3[C@H](CO)[C@H](c4ccc(C#CCC5CCCC5)cc4)[C@@H]3C2)c1 | 0.7
C[C@@H]1CN([C@@H](C)CO)C(=O)c2cc(NC(=O)CCC(F)(F)F)ccc2O[C@@H](C)CCCCO[C@H]1CN(C)C(=O)c1ccncc1 | 0.48
CC(=O)N(C[C@H]1N[C@H](CO)[C@@H]1c1ccc(-c2cccc(F)c2)cc1)C1CCCC1 | 4
COCC(=O)N1[C@H](C#N)[C@H](c2ccccc2-c2cccc(C)c2)[C@H]1CO | -0.54
O=C(Cc1ccncc1)N1CC(=O)N2[C@H](CO)[C@H](c3ccc(Br)cc3)[C@@H]2C1 | 0.63
Cc1ccc(S(=O)(=O)NCC[C@H]2CC[C@@H](NC(=O)c3cccnc3)[C@H](CO)O2)cc1 | 2.7
CN1CCCCN2[C@H](CO)[C@H](c3ccc(C#Cc4ccccc4F)cc3)[C@H]2C1 | -4.5*
CCC(=O)N1[C@H](CO)[C@H](c2ccc(-c3cncnc3)cc2)[C@@H]1CN(C)C(C)=O | -0.16
COc1cccc(-c2ccc([C@@H]3[C@H]4CN(C(=O)c5ccncc5)CC(=O)N4[C@H]3CO)cc2)c1 | -11*
C/C=C/c1ccc([C@H]2[C@@H](CN(C)C(=O)CC)N(C(=O)C3CC3)[C@H]2CO)cc1 | 0.97

# An excerpt of these results, field by field:
COc1ccc2c3c([nH]c2c1)[C@H](CO)N(C(=O)Nc1ccc(F)cc1)CC31CN(Cc2cc(F)ccc2F)C1
  IDE exosite inh: 1.4
Cc1ccc(-c2ccc(C3[C@H]4CNC[C@@H]3N4S(=O)(=O)c3ccccc3)cc2)cc1 (stereo partly drawn)
  IDE exosite inh: 5&4.7
CCCC#Cc1ccc([C@@H]2[C@H](CO)N3C(=O)CN(C(=O)Nc4cccc(F)c4)C[C@@H]23)cc1
  IDE exosite inh: -0.095
COc1cccc(-c2ccc([C@@H]3[C@H]4CN(C(=O)c5ccncc5)CC(=O)N4[C@H]3CO)cc2)c1
  IDE exosite inh: -11*

# The listing picks up; the 5 compounds before the break are reprinted first.
compound | IDE exosite inh
Cc1ccc(S(=O)(=O)NCC[C@H]2CC[C@@H](NC(=O)c3cccnc3)[C@H](CO)O2)cc1 | 2.7
CN1CCCCN2[C@H](CO)[C@H](c3ccc(C#Cc4ccccc4F)cc3)[C@H]2C1 | -4.5*
CCC(=O)N1[C@H](CO)[C@H](c2ccc(-c3cncnc3)cc2)[C@@H]1CN(C)C(C)=O | -0.16
COc1cccc(-c2ccc([C@@H]3[C@H]4CN(C(=O)c5ccncc5)CC(=O)N4[C@H]3CO)cc2)c1 | -11*
C/C=C/c1ccc([C@H]2[C@@H](CN(C)C(=O)CC)N(C(=O)C3CC3)[C@H]2CO)cc1 | 0.97
CC(C)CC#Cc1ccc([C@H]2[C@H](CO)N3C(=O)CN(C(=O)c4cccc(F)c4)C[C@@H]23)cc1 | -0.25
Cc1cccc(S(=O)(=O)N2CCCCN3[C@H](CO)[C@H](c4ccc(C#CC5CC5)cc4)[C@@H]3C2)c1 | 2.6
COCC(=O)N1[C@@H](C#N)[C@H](c2ccc(-c3cccnc3)cc2)[C@@H]1CO | 3.4
O=C([C@@H]1[C@@H](CO)[C@@H]2Cn3c(ccc(C4=CCCC4)c3=O)[C@H]1N2C(=O)c1cccnc1)N1CCOCC1 | -0.95
C/C=C/c1ccc([C@@H]2[C@H](CO)N(CCC(F)(F)F)C23CN(C(=O)CC2CC2)C3)cc1 | 0.082
COCCNC(=O)C[C@@H]1CC[C@H]2[C@@H](COC[C@@H](O)CN2Cc2ccc(Cl)c(Cl)c2)O1 | 0.051
O=S(=O)(c1ccccc1F)N1CCCCN2[C@H](CO)[C@@H](c3ccc(-c4ccncc4)cc3)[C@H]2C1 | 0.94
O=C(C[C@@H]1CC[C@@H]2[C@H](COC[C@H](O)CN2Cc2cc(F)ccc2F)O1)NCc1ccc(Oc2ccccc2)cc1 | -1.2
CC(C)[C@H]1COCn2nncc2CCCC(=O)N1 | 1.1
CC(C)C#Cc1ccc([C@H]2[C@H](CO)N3C(=O)CN(C(=O)c4ccc5c(c4)OCO5)C[C@@H]23)cc1 | -1.3
O=C(C1CCOCC1)N1CC(=O)N2[C@H](CO)[C@H](c3ccc(C#CC4CCCCC4)cc3)[C@H]2C1 | -1.2
N#C[C@H]1[C@@H](c2ccc(C#CC3CCCCC3)cc2)[C@@H](CO)N1S(=O)(=O)c1ccccc1 | 2
Cn1cnc(S(=O)(=O)N2[C@@H]3CNC[C@H]2C3c2ccc(/C=C/c3ccccc3)cc2)c1 (stereo partly drawn) | -1.5&-0.97
CC(=O)N1[C@H](CO)[C@H](c2ccc(-c3ccncc3)cc2)[C@@H]1CNC(=O)CC1CC1 | 2.6
OC[C@H]1[C@H](c2ccccc2)C2(CN(Cc3ccccc3F)C2)N1Cc1ccccc1F | 0.52
CCC(=O)N1CC2(C1)CN(C(=O)c1cnccn1)[C@@H](CO)c1c2c2ccc(OC)cc2n1C | 1.3
CC(C)NC(=O)N1CC(=O)N2[C@H](CO)[C@H](c3ccc(C#CCN(C)C)cc3)[C@@H]2C1 | 2.6
O=S(=O)(c1ccccc1F)N1CCCCN2[C@H](C1)[C@H](c1ccc(-c3cncnc3)cc1)[C@@H]2CO | 1.1
COc1cccc(C(=O)Nc2ccc3c(c2)C(=O)N(C)[C@@H]2CC[C@@H](CC(=O)NCc4ccc(F)cc4)O[C@@H]2CO3)c1 | -0.86
COc1cccc(-c2ccc(C3[C@@H]4CN(S(=O)(=O)c5ccccc5F)C[C@H]3N4)cc2)c1 (stereo partly drawn) | -3
O=S(=O)(c1ccccc1)N1C[C@H]2[C@@H](c3ccccc31)[C@@H](CO)N2Cc1ccccn1 | -0.85
COc1cccc(S(=O)(=O)Nc2ccc3c(c2)[C@@H]2C[C@H](CC(=O)NC4CCCCC4)O[C@H](CO)[C@@H]2O3)c1 | 0.03
O=C(NCc1cccc(F)c1)[C@@H]1[C@@H](CO)[C@@H]2Cn3c(ccc(-c4ccncc4)c3=O)[C@H]1N2CC1CC1 | 0.84
C/C=C/c1ccc([C@@H]2[C@H](CO)N(C(=O)CC)[C@H]2CNC(=O)C2CC2)cc1 | 4.1
COc1ccccc1C(=O)N1C[C@H]2[C@@H](c3ccccc31)[C@@H](CO)N2CC1CCCC1 | 2.6

# Carrying on:
compound | IDE exosite inh
O=C(C1CCOCC1)N1CC(=O)N2[C@H](CO)[C@H](c3ccc(C#Cc4cccc(F)c4)cc3)[C@@H]2C1 | -8.2*
COc1ccc(-c2ccc([C@@H]3[C@H](C#N)N(C(=O)NC4CCCCC4)[C@H]3CO)cc2)cc1 | 2
O=C1CN(S(=O)(=O)c2cccc(F)c2)C[C@@H]2[C@H](c3ccc(-c4ccccc4)cc3)[C@@H](CO)N12 | 1.1
O=C(c1ccccn1)N1CC(=O)N2[C@H](C1)[C@@H](c1ccc(C#Cc3ccccc3)cc1)[C@@H]2CO | -2.9
CCC(=O)NC[C@H]1[C@H](c2ccc(C3=CCCC3)cc2)[C@@H](CO)N1C(=O)C1CC1 | 2.4
C[C@@H](NC(=O)[C@H]1[C@H](CO)[C@H]2Cn3c(cccc3=O)[C@@H]1N2C(=O)C1CCC1)c1ccccc1 | -0.28
C[C@@H]1CN([C@@H](C)CO)C(=O)c2ccccc2-c2ccccc2CO[C@@H]1CN(C)S(=O)(=O)c1cccs1 | -0.15
COc1ccc(-c2ccc(C3[C@@H]4CN(Cc5ccccn5)C[C@H]3N4)cc2)cc1 (stereo partly drawn) | 3.7&3
O=C(C1CC1)N1CC(=O)N2[C@H](C1)[C@H](c1ccc(-c3ccccc3F)cc1)[C@@H]2CO | -0.66
O=C(C1CC1)N1CCCCN2[C@H](C1)[C@@H](c1ccc(C#CC3CCCC3)cc1)[C@@H]2CO | 3
CC(=O)N1CC(=O)N2[C@@H](CO)[C@H](c3ccc(-c4ccc(C(=O)N(C)C)cc4)cc3)[C@@H]2C1 | 4.6
COc1ccc(-c2ccc([C@H]3[C@H]4CN(C(=O)NC(C)C)CC(=O)N4[C@H]3CO)cc2)cc1 | 1.7
C/C=C/c1ccccc1[C@@H]1[C@@H](C#N)N(C(=O)c2cccnc2)[C@H]1CO | 0.41
CO[C@H]1CN(C)C(=O)c2ccc(NS(C)(=O)=O)cc2OC[C@H](C)N(CC2CC2)C[C@H]1C | -0.09
